# Ba/F3 V617F tox: reduced viability of JAK2V617F-dependent Ba/F3 cells, primary screen, JAK2V617F inhibitor project, cell-based, Ba/F3 EpoR-JAK2V617F, luminescence; inhibition, % at 5.6 µM; ATP luminescence; actives 1.1% (n = 220,000);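 active = inhibition above the campaign mean plus 3 SD over all tested compounds, cut at about 24% in these data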;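 note: cytokine-independent growth of Ba/F3 cells driven by EpoR plus mutant JAK2; 0% = DMSO-treated cells and 100% = JAK inhibitor I control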
# NPY-Y1 PAM-ag: NPY-Y1 receptor potentiators or agonists, primary screen, cell-based; Neuropeptide Y receptor type 1 (Homo sapiens), P25929; NPY-Y1 expressing cells, potentiator/agonist activation; activation, % at 3.6 µM; actives 0.37% (n = 220,000); AID 1304, 2008; in the data active = activation above about 33%, passing the limit was not always enough;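 note: cells stimulated with NPY at EC10 then isoproterenol at EC100; 0% = low agonist plus stimulus and 100% = saturating agonist plus stimulus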
# Target sequence (P25929 whole entry, looked up): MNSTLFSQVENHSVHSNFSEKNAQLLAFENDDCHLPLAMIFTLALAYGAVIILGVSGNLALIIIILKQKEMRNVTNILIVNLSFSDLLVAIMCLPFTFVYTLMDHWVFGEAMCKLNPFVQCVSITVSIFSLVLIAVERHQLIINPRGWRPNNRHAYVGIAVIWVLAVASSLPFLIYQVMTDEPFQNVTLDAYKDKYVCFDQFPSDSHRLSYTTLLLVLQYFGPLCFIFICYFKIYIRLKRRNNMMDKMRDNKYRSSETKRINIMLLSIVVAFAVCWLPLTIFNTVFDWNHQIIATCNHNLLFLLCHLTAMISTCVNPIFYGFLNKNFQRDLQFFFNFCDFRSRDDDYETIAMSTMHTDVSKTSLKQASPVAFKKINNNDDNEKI
# S1P4 antagonist: S1P4 receptor antagonists, primary screen, cell-based | AID 1510, 2009 | S1P4-expressing cells, antagonist mode, reporter read-out | inhibition, % at 4.98 µM | Sphingosine 1-phosphate receptor 4 (Homo sapiens), O95977 | actives 0.26% (n = 220,000); in the data active = inhibition above about 29%;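 note: 0% = wells stimulated with agonist and 100% = vehicle wells without agonist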
# BaF3 tox: parental Ba/F3 cell viability inhibition, counter-screen for JAK2V617F inhibitor project, murine pro-B, CellTiter-Glo luminescence; inhibition, % at 5.6 µM; CellTiter-Glo ATP luminescence; actives 1.1% (n = 220,000);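 active = inhibition above a per-campaign cutoff, the mean inhibition of all tested compounds plus 3 SD, cut at about 27% in these data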;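 note: 0% = DMSO wells and 100% = JAK Inhibitor I control wells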
# NPY Y1 blocker: NPY-Y1 receptor antagonists, primary screen, cell-based | Neuropeptide Y receptor type 1 (Homo sapiens), P25929 | HEK293-CNG Y1 cells, membrane potential fluorescence; NPY at EC95, then isoproterenol | inhibition, % at 3.6 µM | actives 1% (n = 200,000);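 active = inhibition above the campaign mean inhibition of all tested compounds plus 3 SD, cut at about 20% in these data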;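 note: 0% = DMSO wells given NPY plus isoproterenol and 100% = isoproterenol alone without NPY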
#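 material = HEK293 cells with Y1 receptor plus CNG channel | also added = NPY 25 nM then isoproterenol 1 µM plus Ro 20-1724 25 µM | schedule = dye 3 h, compound 60 min room temperature, stimulation 45 min | measured by = membrane potential fluorescence | benchmarks = high control isoproterenol alone, low control NPY with isoproterenol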
# RBBP9 inhibitor: human RBBP9 inhibitors, primary screen, biochemical, fluorescence polarization, FP-Rh probe, HTS. Serine hydrolase RBBP9 (Homo sapiens), O75884. recombinant RBBP9. inhibition, % at 7.94 µM. actives 0.2% (n = 220,000). AID 1515, 2009;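 active = inhibition above the campaign mean of all tested compounds plus 3 SD, cut at about 14% in these data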;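 note: plate controls were DMSO wells with RBBP9 for no effect and wells lacking RBBP9 protein for full effect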
# Target sequence (O75884 whole entry, looked up): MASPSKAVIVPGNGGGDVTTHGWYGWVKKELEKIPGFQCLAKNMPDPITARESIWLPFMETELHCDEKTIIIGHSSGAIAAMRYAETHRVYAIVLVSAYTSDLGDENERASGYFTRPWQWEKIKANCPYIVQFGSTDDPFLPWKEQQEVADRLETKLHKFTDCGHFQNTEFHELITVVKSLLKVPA
#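 System: RBBP9 protein / Buffer or medium: Tris/NaCl buffer pH 8.0 with 0.1% Pluronic / Probe or stimulus: Serine-hydrolase probe FP-Rh, 375 nM pre-mixing / Dosing: 7.94 µM single dose, 0.794% DMSO / Times: enzyme-compound preincubation 30 min, then probe labeling 45 min, 25 °C / Technique: fluorescence polarization (mP), excitation 525 nm, emission 598 nm / Replication: singlicate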
# S1P4 agonist: S1P4 receptor agonists, primary screen, cell-based; S1P4-expressing cell line, agonist reporter assay; AID 1509, 2009; activation, % at 4.98 µM; Sphingosine 1-phosphate receptor 4 (Homo sapiens), O95977; actives 0.35% (n = 220,000); in the data active = activation above about 11%;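 note: 0% = DMSO vehicle and 100% = reference agonist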
# Runt-CBFb FRET: inhibitors of RUNX1 Runt–CBFb binding, primary screen, biochemical, FRET, Cerulean-Runt, Venus-CBFb, uHTS | Runt-related transcription factor 1 (Homo sapiens) + Core-binding factor subunit beta … | Cerulean-Runt/Venus-CBFb FRET ratio 530/480, 1 h | actives 0.46% (n = 220,000) | inhibition, % at 20 µM | AID 1496, 2009;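 active = inhibition over about 50% at 20 µM in the single-dose screen, limit read from the data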;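 note: 0% = DMSO wells and 100% = excess unlabeled CBFb competitor control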
#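 Assay system: Cerulean-tagged RUNX1 Runt domain (FRET donor) fusion protein / Amount: 100 nM each of Venus-CBFb and Cerulean-Runt domain / Medium: Tris buffer pH 7.5 with salts and BSA / Also added: Venus-CBFb 100 nM / Schedule: 1 h complex formation plus 1 h compound treatment, room temperature / Signal: FRET fluorescence / Read-out: loss of energy transfer signal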
# NPY2 pot ag: NPY-Y2 potentiators or agonists, primary screen, cell-based | Neuropeptide Y receptor type 2 (Homo sapiens), P49146 | cells expressing NPY-Y2, potentiator/agonist read-out | activation, % at 3.6 µM | actives 0.45% (n = 220,000); in the data active = activation above about 27%;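 note: cells stimulated with NPY near EC25 plus isoproterenol at EC100; 0% = vehicle plus submaximal agonist and 100% = vehicle plus saturating agonist; some results beyond the cut were filed as inactive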
# Target sequence (P49146 whole entry, looked up): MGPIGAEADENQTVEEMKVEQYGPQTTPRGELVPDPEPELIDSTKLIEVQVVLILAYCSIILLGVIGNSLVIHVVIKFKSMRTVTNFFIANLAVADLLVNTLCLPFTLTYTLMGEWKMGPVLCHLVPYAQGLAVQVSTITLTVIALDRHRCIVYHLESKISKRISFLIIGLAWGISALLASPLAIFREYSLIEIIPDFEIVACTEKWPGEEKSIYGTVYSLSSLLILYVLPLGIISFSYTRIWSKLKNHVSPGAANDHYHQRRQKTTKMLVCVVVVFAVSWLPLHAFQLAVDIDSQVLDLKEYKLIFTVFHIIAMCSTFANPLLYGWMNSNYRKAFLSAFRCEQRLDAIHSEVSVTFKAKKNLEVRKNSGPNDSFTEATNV
# The depositor's hits bear a star; / = no result given. This is a subset, so the mix of outcomes need not match the whole.
structure	Ba/F3 V617F tox	NPY-Y1 PAM-ag	S1P4 antagonist	BaF3 tox	NPY Y1 blocker	RBBP9 inhibitor	S1P4 agonist	Runt-CBFb FRET	NPY2 pot ag
CC1(C)CC(CCNCc2ccc3c(c2)OCO3)(Cc2ccccc2)CCO1 (stereo unspecified)	0	-9	7	8	6	-4	0.0	/	-17
COc1ccc(CN2C(=O)NC(=O)/C(=C\c3cc(OC)c(OC)c(OC)c3)C2=O)cc1	1	-3	-3	7	-1	-12	2.3	/	2
O=c1[nH]c(=S)n(-c2ccc(F)cc2)c(O)c1/C=N/N1CCOCC1	5	-7	-12	-7	/	-5	0.7	-1	-12
CN1CCC(N(C)c2ncnc3ccc(Br)cc23)CC1	-2	2	-5	-2	2	4	2.2	1	4
CCCCn1c(O)c(/C=N/NC(=O)c2ccncc2)c(=O)[nH]c1=S	3	-4	8	-4	/	5	1.7	62*	-2
CC(C)N1C(=O)CCC1C(=O)N1CCC2(CC1)OCCO2 (stereo unspecified)	2	19	-12	8	0	-10	0.0	-1	-3
CCOC(=O)C1=C(C)OC(N)=C(C(=O)OCC)C12C(=O)Nc1ccc(Br)cc12 (stereo unspecified)	-4	23	7	0	2	-3	-0.7	3	7
COc1ccccc1-n1c(Cc2ccccc2)nc2ccccc2c1=O	-2	13	-2	5	3	-5	-0.3	-2	8
COc1ccc(OCC(=O)N2CCN(C3CCC(c4ccccc4)CC3)CC2)cc1 (stereo unspecified)	2	-39	-22	11	9	-3	-1.9	-8	-12
N/C(=N\[N+](=O)[O-])NCCCC(NC(=O)CNC(=O)c1ccccc1)C(=O)O (stereo unspecified)	0	8	-10	3	11	-6	0.3	0	3
Cc1cc(OC(=O)N(C)C)nc(SCc2c(Cl)cccc2Cl)n1	6	3	13	3	/	-5	0.3	-1	9
COc1ccc(-n2c(O)c(C=Nc3c(C)n(C)n(-c4ccccc4)c3=O)c(=O)[nH]c2=O)cc1	1	5	2	6	-10	0	1.2	-2	-11

# Some entries already given, showing only Ba/F3 V617F tox and NPY2 pot ag:
Molecule | Ba/F3 V617F tox | NPY2 pot ag
CCCCn1c(O)c(/C=N/NC(=O)c2ccncc2)c(=O)[nH]c1=S | 3 | -2
COc1ccccc1-n1c(Cc2ccccc2)nc2ccccc2c1=O | -2 | 8
COc1ccc(OCC(=O)N2CCN(C3CCC(c4ccccc4)CC3)CC2)cc1 (stereo unspecified) | 2 | -12
CC(C)N1C(=O)CCC1C(=O)N1CCC2(CC1)OCCO2 (stereo unspecified) | 2 | -3
O=c1[nH]c(=S)n(-c2ccc(F)cc2)c(O)c1/C=N/N1CCOCC1 | 5 | -12

# Returning to the listing with the 3 entries that preceded the break.
structure	Ba/F3 V617F tox	NPY-Y1 PAM-ag	S1P4 antagonist	BaF3 tox	NPY Y1 blocker	RBBP9 inhibitor	S1P4 agonist	Runt-CBFb FRET	NPY2 pot ag
N/C(=N\[N+](=O)[O-])NCCCC(NC(=O)CNC(=O)c1ccccc1)C(=O)O (stereo unspecified)	0	8	-10	3	11	-6	0.3	0	3
Cc1cc(OC(=O)N(C)C)nc(SCc2c(Cl)cccc2Cl)n1	6	3	13	3	/	-5	0.3	-1	9
COc1ccc(-n2c(O)c(C=Nc3c(C)n(C)n(-c4ccccc4)c3=O)c(=O)[nH]c2=O)cc1	1	5	2	6	-10	0	1.2	-2	-11
O=C(C1CC(=O)N(C2CCCCC2)C1)N1CCC2(CC1)OCCO2 (stereo unspecified)	-2	10	-15	-6	-4	5	-1.7	0	2
CN(C)C(Cc1ccccc1)C(=O)c1ccccc1 (stereo unspecified)	12	5	-9	34*	2	-5	-3.0	1	6
CCCOP(=O)(O)c1c([N+](=O)[O-])cc(C(F)(F)F)cc1[N+](=O)[O-] (tested in a mixture with another compound)	-2	8	3	3	4	-7	1.1	0	-7
CCOc1ccc(N=C2SCCCN2C)cc1	-2	-17	-8	0	8	-2	2.4	-1	5
CC(C)CCn1c(=O)c(C(=O)Nc2ccccc2S(N)(=O)=O)c(O)c2ccccc21	-3	-34	15	1	5	0	-1.2	3	-5
CCC(=O)c1ccc(OC)c(OC)c1	1	2	-1	0	1	-5	0.4	0	-6
Cc1ccsc1C(=O)C1CCCN(Cc2c(C)nn(C(C)C)c2C)C1 (stereo unspecified)	-3	4	-8	3	-3	1	0.1	0	-5
O=C1NC(c2cccnc2)Nc2sc3c(c21)CCCC3 (stereo unspecified)	-1	4	-7	2	0	-4	-3.3	9	3
ClCCNc1nc2ccc(Cl)cc2[nH]1	-1	32	4	5	4	-10	-1.7	-3	-11
O=C1NC(=O)C(CCc2ccncc2)(CCc2ccncc2)C(=O)N1Cc1ccccc1	0	8	-14	4	-2	-12	-0.3	-1	-1
O=C(N/N=C/c1c(O)n(Cc2ccccc2)c(=O)[nH]c1=O)c1ccccc1O	1	-8	0	1	3	1	-1.2	4	5
CCCCn1c(O)c(C(=O)/C=C/c2ccc3c(c2)OCO3)c(=O)[nH]c1=O	-7	12	0	4	/	-5	2.7	-2	1
C=Cn1ccnc1P(=S)(c1nccn1C=C)c1nccn1C=C	1	6	-6	4	2	-7	0.3	2	-11
CCc1nnc(NS(=O)(=O)c2ccc(N=Cc3c(O)n(-c4ccc(Cl)cc4)c(=O)[nH]c3=O)cc2)s1	-3	1	10	1	-4	-10	-0.1	-10	18
O=C(C1CCC(=O)N1Cc1ccc(F)cc1)N1CCC2(CC1)OCCO2 (stereo unspecified)	-3	11	-1	2	-7	4	-1.2	1	19
CCN(CC)CC(O)c1ccc(C2CCCC2)cc1 (stereo unspecified)	-1	-19	-31	5	5	0	1.9	-3	-12
CCOC(=O)c1ccc(N=C(c2ccccc2)c2c(O)n(C)c(=O)n(C)c2=O)cc1	1	-13	-6	3	/	-7	0.3	2	0
CC(C)CC(NC(=O)C1CCCCC1)C(=O)N1CCC2(CC1)OCCO2 (stereo unspecified)	-1	1	0	1	11	3	1.1	-2	2
CN(C)C(=Nc1ccccc1)P(=S)(N(C)C)N(C)C	4	0	11	9	1	2	0.3	0	-22
Cn1cc(C(=O)NP(=O)(N2CCOCC2)N2CCOCC2)c2ccccc21	6	-12	-2	5	-4	-14	-1.4	-1	-13
N#CC(C#N)=NNc1ccc(-n2ccc(C(F)(F)F)n2)cc1	4	55*	27	9	/	5	-0.4	-2	68*
Cc1c(N=Cc2c(O)n(Cc3ccco3)c(=O)[nH]c2=O)c(=O)n(-c2ccccc2)n1C	-2	-9	-1	0	1	2	-2.2	16	11
O=C(CN1CCN(Cc2ccc(Cl)cc2)C1=O)N1CCC2(CC1)OCCO2	0	-3	-6	-1	-3	2	0.5	0	-17
CCN1C(=O)/C(=C/c2ccc3c(c2)CCN3CCCCl)C(=O)NC1=S	-2	4	-9	3	-1	4	0.7	8	-5
CCOC(=O)C(O)(c1ccc(NC(=O)c2ccco2)c(OC)c1)C(F)(F)F (stereo unspecified)	-4	-23	-17	3	1	-2	2.2	1	-8
CN(C)S(=O)(=O)c1cc(NC(=O)C[N+]23CCN(CC2)CC3)ccc1Cl	-1	12	-5	3	0	-5	-1.1	2	-2
C=CCn1c(O)c(C=Nc2c(C)n(C)n(-c3ccccc3)c2=O)c(=O)[nH]c1=O	1	10	10	-2	/	3	-1.1	0	1
O=c1c2ccccc2nc(-c2ccccc2)n1-c1ccc(O)cc1	0	5	-4	8	-1	-2	0.7	0	3
CCOCCN1CCC(OC(C)=O)C(C)C1 (stereo unspecified)	-4	10	0	2	1	5	0.0	7	8
O=C1NC(=O)C(=Cc2cc([N+](=O)[O-])ccc2N2CCCCC2)C(=O)N1	0	2	1	-2	3	-1	-0.6	/	8
Cc1ccccc1N1C(=O)NC(=O)/C(=C/c2ccc(N3CCOCC3)o2)C1=O	-4	-3	-7	-6	/	-8	-0.7	-34	4
CC1(C)C2CC=C(CN3CCOCC3)C1C2 (stereo unspecified)	-2	-33	-7	2	1	5	0.1	0	10
CC/C(CC(c1ccccc1)c1c(O)c2ccccc2oc1=O)=N\NC(N)=S (stereo unspecified)	4	-6	-5	9	1	-14	0.9	-1	-3
CCOC(=O)C1(CCc2ccccc2)CCN(C2CCSCC2)CC1	-2	-22	-15	-1	23*	-4	0.8	0	-14
CCOC(=O)COc1ccc2c(c1)c(C(C)=O)c(C)n2Cc1ccccc1	0	-21	-21	3	5	-12	1.3	-2	-2
Cc1nn(Cc2ccccc2)c(Cl)c1C(=O)OCC(=O)Nc1cccc2ccccc12	-2	25	-1	6	-5	2	2.3	0	45*
Cn1c(O)c(/C=N/NC(=O)c2ccncc2)c(=O)n(C)c1=S	-1	5	-11	-13	/	4	0.2	44	-18
CC(C)n1c(=O)c(C=Nc2ccc(F)cc2)c(O)n(Cc2ccco2)c1=O	-1	11	-4	6	6	-11	1.8	8	-13
CC(=NCCCn1ccnc1)c1c(O)n(C2CCCCC2)c(=O)[nH]c1=O	-1	18	-9	0	/	-1	-3.4	0	1
CCCCn1c(O)c(C(CC)=NCCN2CCOCC2)c(=O)[nH]c1=O	-1	-12	1	1	2	-5	-0.7	2	5
CC(C)C/C(=N/O)c1c[nH]c2ccccc12	0	13	6	1	2	-6	-0.5	2	5
Cc1cc(N2CCCCC2)ccc1C=C1C(=O)N(C)C(=S)N(C)C1=O	-4	-3	-6	4	-2	-4	-0.9	21	-13
OC(Cc1ccccc1)(c1ccccc1)C1CN2CCC1CC2 (stereo unspecified)	1	-9	-23	1	8	-15	2.6	1	-10
